# GLD-1 RNA inh: GLD-1-TGE RNA interaction inhibition (C. elegans) | Q17339 | purified GLD-1 + fluorescein TGE RNA, fluorescence polarization | inhibition, % at 5.96 µM | hit rate 0.44% among 320,000 | AID 2280;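 active means percent inhibition above a per-plate cutoff, the plate mean of test compounds plus 3 SD, cut at about 30% in these data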;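 further: 0% = DMSO wells with GLD-1 and probe and 100% = wells lacking GLD-1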
# Target sequence (Q17339 whole entry, looked up): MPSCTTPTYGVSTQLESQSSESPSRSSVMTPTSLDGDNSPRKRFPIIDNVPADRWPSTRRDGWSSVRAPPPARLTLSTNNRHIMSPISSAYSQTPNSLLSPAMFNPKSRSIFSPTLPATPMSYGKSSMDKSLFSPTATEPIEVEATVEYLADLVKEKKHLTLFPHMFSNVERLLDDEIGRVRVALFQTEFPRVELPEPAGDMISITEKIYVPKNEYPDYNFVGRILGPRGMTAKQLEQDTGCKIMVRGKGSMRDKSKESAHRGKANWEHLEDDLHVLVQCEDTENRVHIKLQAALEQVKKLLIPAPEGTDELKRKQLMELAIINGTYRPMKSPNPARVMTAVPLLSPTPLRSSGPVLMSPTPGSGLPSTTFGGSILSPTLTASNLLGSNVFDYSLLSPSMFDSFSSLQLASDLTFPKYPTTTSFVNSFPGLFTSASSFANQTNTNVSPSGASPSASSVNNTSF
# CR mimetic SO: yeast age-related superoxide inhibition as caloric restriction mimetic | S. cerevisiae aged cells, superoxide DHE fluorescence; active compounds read low | superoxide response (% of plate mean), % at 10 µM | hit rate 0.18% among 330,000 | AID 2690;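 active means superoxide response under a set limit, about three screen SD below normal, cut at about 65% in these data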;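 further: yeast aged for seven days with compound at 30 °C before DHE staining; 100% = average MFI of all compound-treated wells on the plate with controls excluded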
# MEX-5 binding: C. elegans MEX-5 TCR-2 RNA binding activity; Q9XUB2; MEX-5/FITC-TCR2 RNA binding, fluorescence polarization; active compounds read low; activity score (negative = inhibition of binding), % at 10 µM; hit rate 0.38% among 300,000; AID 1832;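 active means inhibition past about -25% in most replicates, and total fluorescence under double the plate's negative control median, limit read from the data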;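 further: 0% = DMSO and -100% = 5 µM competing unlabeled TCR2 RNA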
# BCLXL inh: Bcl-xL (human) inhibition; inhibition, % at 10.9 µM; GST-Bcl-xL / FITC-Bim BH3 peptide fluorescence polarization; Q07817; AID 2129; hit rate 0.7% among 320,000;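 active means inhibition above the mean of all tested compounds plus 3 SD, cutoff set per campaign, cut at about 30% in these data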;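 further: 0% = DMSO wells and 100% = unlabeled Bim-BH3 peptide competitor; inhibitors lower millipolarization by displacing the labeled peptide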
# Target sequence (Q07817 whole entry, looked up): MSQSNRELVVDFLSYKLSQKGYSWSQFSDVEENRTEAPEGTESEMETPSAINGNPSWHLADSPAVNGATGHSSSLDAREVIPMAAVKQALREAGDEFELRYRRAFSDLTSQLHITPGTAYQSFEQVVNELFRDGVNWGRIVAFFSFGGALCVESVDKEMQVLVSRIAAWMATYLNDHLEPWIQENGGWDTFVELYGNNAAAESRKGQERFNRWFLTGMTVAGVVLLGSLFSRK
# Fam108B counter: counter-screen for RBBP9 inhibitors: inhibitors of mouse Fam108B | recombinant Fam108B, FP-Rh probe fluorescence polarization | hit rate 0.33% among 300,000 | inhibition, % at 9.51 µM;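 active means inhibition above the screen mean inhibition plus 3 SD, computed separately per campaign, cut at about 18% in these data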;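 further: inhibitors lower polarization as less probe binds the enzyme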
# MCL1 BIM primary: MCL1-BIM-BH3 interaction inhibition (human). hit rate 0.68% among 320,000. inhibition, % at 10.9 µM. GST-MCL1 / FITC-Bim-BH3 fluorescence polarization. AID 2057;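 active means inhibition above the mean inhibition of all tested compounds plus 3 SD, set per campaign, cut at about 40% in these data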;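 further: 0% = DMSO wells and 100% = unlabeled Bim-BH3 peptide control; higher means more loss of mP so more displacement of Bim peptide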
# EBNA-1 inh: blocks EBNA-1 binding to DNA; EBNA-1 DNA binding, fluorescence polarization; hit rate 0.34% among 300,000; inhibition, % at 14.8 µM; in the data active means inhibition above about 28%
# ZTA counter: ZTA (EBV) inhibition in EBNA-1 counter-screen | P03206 | ZTA-DNA binding, fluorescence polarization | inhibition, % at 11 µM | hit rate 0.15% among 320,000 | AID 2234; in the data active means inhibition above about 33%
# Target sequence (P03206 whole entry, looked up): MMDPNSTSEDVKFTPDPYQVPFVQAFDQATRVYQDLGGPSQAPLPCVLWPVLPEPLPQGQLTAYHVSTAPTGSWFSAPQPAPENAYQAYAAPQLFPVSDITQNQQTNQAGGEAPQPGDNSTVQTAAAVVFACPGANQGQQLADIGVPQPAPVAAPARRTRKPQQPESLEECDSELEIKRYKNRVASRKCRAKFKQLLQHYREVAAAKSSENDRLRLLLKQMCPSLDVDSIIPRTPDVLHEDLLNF
# Efflux pump mplx: inhibitors of Candida antifungal efflux pumps expressed in yeast; S. cerevisiae Candida pump triplex, Nile Red efflux; inhibition, % at 10 µM; hit rate 0.44% among 330,000; AID 485275;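 active means plate passing quality check with inhibition over a set limit, or well fluorescence over plate mean plus 4 SD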;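 further: Nile Red retained in pooled yeast measured as flow cytometry median fluorescence; 0% = buffer negative control and 100% = Enniatin B positive control; higher means more Nile Red kept so more efflux inhibition; some compounds called inactive have numbers as strong as hits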
# The depositor's hits bear a star; . = not tested or not shown; & = joins results of further samples.
SMILES,GLD-1 RNA inh,CR mimetic SO,MEX-5 binding,BCLXL inh,Fam108B counter,MCL1 BIM primary,EBNA-1 inh,ZTA counter,Efflux pump mplx
COc1cc(/C=C(/C#N)C(=O)NC(C)c2ccccc2)cc(OC)c1O (centres undefined),-124,97,23,-44,7,-65,-2,2,0.3
CCC(C)NC(=O)COC(=O)c1ccccc1OCC(=O)Nc1ccc(Br)cc1 (centres undefined),2,92,0.9,2,-6,10,16,1,0.1
CCN(CC)S(=O)(=O)c1ccc(-c2nnc(SCC(C)=O)o2)cc1,0,93,0.6,-3,-1,-1,-1,10,-0.1
COc1ccc(NCC(=O)n2c(C)c(C)c3ccccc32)cc1,10,106,-1.1,5,-2,4,11,-5,-0.2
Cc1nc(C(F)(F)F)ccc1C(=O)NN1CCOCC1,5,95,-1.7,6,-2,1,2,1,-0.1
CCN(CC)C(=S)SC1CCCCN(C(=O)c2ccccc2)C1=O (centres undefined),2,91,0.2,1,0,-2,2,3,-0.1
CNC(=S)N1N=C(c2ccc(Br)cc2)CC1c1ccc(Br)cc1 (centres undefined),4,100,1.6,5,-4,1,-6,-5,0.2
O=S(=O)(c1ccccc1)c1nc(-c2ccco2)oc1N1CCCCC1,-4,88,-0.4,2,-1,2,-1,-7,0.1
c1ccc(N2CCOCC2)c(Nc2nc3ccccc3n3cnnc23)c1,0,117,-2.5,0,2,2,9,-13,-0.1
Clc1cc2c(cc1/C=N/Nc1nc(N3CCOCC3)nc(N3CCOCC3)n1)OCO2,-2,90,2.6,4,-3,5,-2,2,0.0
COc1ccc(S(=O)(=O)N2CCC(C(=O)NC3CCCC3)CC2)cc1C,5,97,0.5,-4,3,0,9,1,0.1
O=C(CSc1nnc(NC(=O)c2cccc(F)c2)s1)NCc1ccco1,4,91,-2.2,4,2,0,-2,-2,-0.1
COc1ccc(/C=N/NC(=O)c2ccc(N3CCCC3=O)cc2)cc1,0,88,0.0,0,0,-3,-26,4,-0.6
CCn1c(SCC(=O)Nc2ccccc2OC)nnc1-c1cnccn1,4,135,-4.3,-2,2,-3,6,8,0.0
CCC1(c2ccccc2)NC(=O)N(CC(=O)N2CC(=O)Nc3ccccc32)C1=O (centres undefined),3,87,.,1,.,2,.,-3,0.3
O=C(Nc1cccc(-c2cn3c(n2)SCC3)c1)c1ccc2c(c1)OCO2,-2,105,-1.6,-7,-4,-1,-2,-1,0.1
CC(=O)C1=C(O)C(=O)N(Cc2ccccc2)C1c1ccco1 (centres undefined),1,107,-2.5,3,-3,0,-18,-31,-0.2
COc1ccc(NC(=O)CSc2nnc(Cn3nnc4ccccc43)n2C)cc1,4,97,.,2,-2,0,3,-3,0.1
CCCCCNCc1ccc(OCc2ccc(Cl)nc2)c(OC)c1,7,87,1.2,7,5,13,3,3,-0.1
CCOc1ccc(CCNC(=O)COC(=O)c2oc3ccccc3c2COC)cc1OCC,0,106,.,2,.,3,.,2,-0.2
Cc1ccc(S(=O)(=O)N[C@H](C(=O)N2CCC(C(=O)N[C@@H](CC(=O)O)C(=O)O)CC2)C(C)C)cc1,3,92,1.7,1,5,0,0,-22,-0.2
Cc1nn(Cc2noc(C(=O)NC3CCC(C)CC3)n2)c(C)c1Br (centres undefined),-1,105,-1.3,0,1,1,-17,-5,0.1
CC1(C)CC(=O)C2=C(C1)NC(Nc1nc3ccccc3o1)=NC21CCCC1,4,122,2.8,3,0,-3,-3,9,0.1
COc1ccc(O)c(C=NCC(C)N=Cc2cc(OC)ccc2O)c1 (centres undefined),-1,103,0.9,6,1,10,6,4,-0.1
C/C(=N/NC(=O)c1ccc(Br)s1)c1ccncc1,-2,111,-3.1,6,4,5,-7,-11,0.0

# 2 entries from above, with two lines to a compound:
# The line under a structure holds: GLD-1 RNA inh | CR mimetic SO | MEX-5 binding | BCLXL inh | Fam108B counter | MCL1 BIM primary | EBNA-1 inh | ZTA counter | Efflux pump mplx
CNC(=S)N1N=C(c2ccc(Br)cc2)CC1c1ccc(Br)cc1 (centres undefined)
→ 4 | 100 | 1.6 | 5 | -4 | 1 | -6 | -5 | 0.2
O=S(=O)(c1ccccc1)c1nc(-c2ccco2)oc1N1CCCCC1
→ -4 | 88 | -0.4 | 2 | -1 | 2 | -1 | -7 | 0.1

# (next part)
SMILES,GLD-1 RNA inh,CR mimetic SO,MEX-5 binding,BCLXL inh,Fam108B counter,MCL1 BIM primary,EBNA-1 inh,ZTA counter,Efflux pump mplx
CCOC(=O)c1cnc(Nc2ccc(OCC)cc2)nc1C,2,94,0.6,3,-1,4,4,10,-0.1
O=C(NNS(=O)(=O)c1ccc([N+](=O)[O-])cc1)C1CCCCC1,-5,101,1.9,3,3,9,-2,-12,-0.3
CC(c1ccccc1)N1C(=O)c2ccc(C(=O)Nc3ccc(Br)cc3C(=O)O)cc2C1=O (centres undefined),8,107,0.0,2,-7,-3,7,4,0.0
O=C(CN1CCN(c2cccc(Cl)c2)CC1)N1CCCC1,11,117,-1.1,3,5,2,5,6,-0.1
Nn1cnnc1N/N=C/c1cc(Br)cc(Br)c1O,-5,96,-1.2,-1,10,-3,3,-6,0.0
C=CCSc1nc2nc(C)cc(C)n2n1,7,89,2.2,1,1,4,5,-2,0.0
Cc1ccc2[nH]c(=O)c(CN(CC3CCCO3)C(=O)c3cccs3)cc2c1 (centres undefined),6,104,1.0,4,0,4,7,2,-0.1
O=C1Cc2ccccc2C(=O)N1c1ccccc1,5,111,2.0,-2,4,-3,-1,-5,0.0
COc1ccc(C2=NN(C(=O)c3ccccc3C(=O)O)C(c3ccccc3O)C2)cc1 (centres undefined),-23,105,1.4,-1,0,-2,7,-14,-0.1
Cc1ccc(S(=O)(=O)NC2(C(=O)O)CCCCC2)cc1,0,102,1.7,6,0,7,5,-7,0.0
NC(=Nc1ccc(Br)cc1)c1ccccc1,10,81,-2.8,10,5,7,-5,-2,0.1
COc1ccc(CN=Cc2[nH]c3ccc(Br)c(Cl)c3c2O)cc1,-18,95,-9.2,-28,19*,-70,5,14,0.2
CCOc1cccc(CN2CCCC(CCC(=O)NCc3ccccc3F)C2)c1O (centres undefined),5,98,1.9,1,3,-10,-10,-9,-0.1
CC(=O)OC1CC(C)N(C(=O)c2ccccc2)c2ccc(C)cc21 (centres undefined),3,97,0.4,2,-4,6,1,17,0.0
CCCc1cc(C(=O)NNC(=S)NC(C)c2ccccc2)cs1 (centres undefined),4,94,-5.3,-2,0,-3,8,7,-0.1
Cc1cc(N2C(=O)Cc3ccccc3C2=O)ccc1C(C)C,-3,106,1.0,0,3,-2,-8,9,-0.1
O=C(O)c1cccc2c(/C=N/Nc3ccccn3)c[nH]c12,0,96,-3.6,3,-1,6,10,-1,0.0
Cc1ccc2c(c1)S/C(=C/c1ccc[n+](C)c1)N2CCO,-176,110,11,-13,1,-23,-4,-1,0.1
CSc1nc(N)c2c3c(sc2n1)CN(C)CC3,2,98,-1.6,7,-7,2,-20,-8,0.0
Cc1cccc(OCC(=O)N2CCC(N3CCOCC3)CC2)c1,4,93,-0.5,7,4,3,6,9,0.1
CN(CCC1CCOCC1)C(=O)CC1C(=O)NCCN1C/C=C/c1ccccc1 (centres undefined),-3,103,0.8,14,3,7,-7,-4,0.0
O=C(NCc1cccnc1)NC1(C(F)(F)F)Oc2ccccc2O1,-7,96,-0.3,-5,-1,-2,-4,5,0.1
O=C(Nc1cccc(-c2nc3ccccc3[nH]2)c1)c1cccc(NC(=O)c2ccco2)c1,1,94,.,2,-63,-9,26,11,-1.1
Cc1ccc(Oc2nc3c(C)cccn3c(=O)c2/C=C(\C#N)C(N)=O)cc1,0,94,0.4,4,-2,-1,10,1,-0.1
CCN(CC)CCC(=O)NN,-1,99,-1.1,3,-1,6,2,-3,0.0

# Only BCLXL inh and GLD-1 RNA inh, for some of the entries so far:
Structure | BCLXL inh | GLD-1 RNA inh
O=C(CN1CCN(c2cccc(Cl)c2)CC1)N1CCCC1 | 3 | 11
Nn1cnnc1N/N=C/c1cc(Br)cc(Br)c1O | -1 | -5
C=CCSc1nc2nc(C)cc(C)n2n1 | 1 | 7
Cc1ccc2[nH]c(=O)c(CN(CC3CCCO3)C(=O)c3cccs3)cc2c1 (centres undefined) | 4 | 6
O=C1Cc2ccccc2C(=O)N1c1ccccc1 | -2 | 5

# The listing continues:
SMILES,GLD-1 RNA inh,CR mimetic SO,MEX-5 binding,BCLXL inh,Fam108B counter,MCL1 BIM primary,EBNA-1 inh,ZTA counter,Efflux pump mplx
CCOC(=O)C1=C(C)NC(=O)NC1C (centres undefined),1,101,-1.7,8,0,4,8,1,0.1
O=C(Nc1nc2c(s1)CCCC2)c1cc(-c2ccc3c(c2)OCO3)nc2ccccc12,10,97,-4.1,5,-11,6,3,-17,-1.8
CC12CCC(=O)N1c1c(sc3nc(N4CCOCC4)c4c(c13)CCCC4)C(=O)N2 (centres undefined),3,103,-2.5,9,-3,5,5,4,-0.1
Cc1cccc(OCC(=O)NC(=S)N2CCCc3ccccc32)c1,-1,122,0.7,4,1,4,-1,10,0.0
COc1ccc(NS(=O)(=O)c2cc(NC(=O)c3ccc(C)o3)ccc2N2CCCCC2)cc1,0,87,1.5,-1,-17,-2,-7,7,-2.5
Cc1c(Cc2ccccc2)c(=O)oc2cc(OCC(=O)NCC3CCC(C(=O)O)CC3)ccc12 (centres undefined),5,112,0.3,3,-4,0,-7,3,0.2
O=c1c2ccccc2ncn1-c1ccc(Cl)cc1,1&-4,99&100,2.0&1.3,7&6,-1&-2,4&-3,1&8,-15&5,0.0&0.0
O=S(=O)(c1ccc(F)cc1)N1CCN(CC(O)COCc2cccs2)CC1 (centres undefined),-7,102,0.6,7,0,-2,-8,-30,-0.1
CC1(C)CC(=O)C2=C(C1)OC(N)=C(C#N)C21C(=O)N2CCCc3cccc1c32 (centres undefined),6,82,1.5,3,-2,0,3,3,0.2
O=C(NC(=S)Nc1ccc2c(c1)OCCO2)c1ccc(F)cc1Cl,2,98,1.8,5,0,16,1,12,0.1
Cc1cc(-c2cn3ccccc3n2)c(C)n1-c1ccccc1,11,102,-0.5,5,1,5,1,6,0.2

# Copied from the list.
# O=C(NC(=S)Nc1ccc2c(c1)OCCO2)c1ccc(F)cc1Cl @ MCL1 BIM primary = 16
# O=S(=O)(c1ccc(F)cc1)N1CCN(CC(O)COCc2cccs2)CC1 (centres undefined) @ EBNA-1 inh = -8

# Bioassay records (PubChem BioAssay)
